Screening data as filed in PubChem.
TbPYK inhibitor = inhibitors of Trypanosoma brucei pyruvate kinase | Q57TT1 | TbPYK enzyme, Kinase-Glo Plus ATP luminescence, 45 min | Potency, µM (series often up to 76.8 µM), without a hit: top-dose activity, negative = inhibition, usual class: inhibitors | hit rate 0.12% among 410,000 | AID 624173; active means well fitted inhibition curve with a large enough effect; further: nearly all actives have a fitted effect of over 50% in size
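T. brucei PYK with substrate was exposed to pin-transferred compounds across a concentration series, then started with 130 uM ADP (final). After 45 min at room temperature, Kinase-Glo Plus luminescence was read, normalized and curve-fitted.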
* hit, by the source's call; [ ] = another dose, or the depositor's remark. On the % scale 0 is the no-effect control and ±100 the full control effect; potency means the concentration at half of the fitted maximal effect. These rows are one share of the data; rates above refer to the full screens.

SMILES | TbPYK inhibitor
Cc1cccc(C)c1NC(=O)C1c2ccccc2OCC(=O)N1CC(F)(F)F (stereo unspecified) | 1%
Cc1nc(SCC(=O)N2CCNC2=O)c(C#N)c(C)c1C | -11%
CCOC(=O)c1cccc(NC(=O)Cn2c(=O)c3cccn3c3ccccc32)c1 | 3%
O=C(CCC1N=C2c3ccccc3N=C(SCC(=O)Nc3ccc(F)cc3)N2C1=O)NCc1ccco1 (stereo unspecified) | 1%
Cc1ccc(S(=O)(=O)NCC(=O)NCC(=O)NCCc2ccc(Cl)cc2)cc1C | -7%
COc1ccccc1CNC(=O)c1ccc(CSc2nc3ccncc3n2Cc2cccc(F)c2)cc1 | 0%
Cc1ccc2ncc(C(=O)c3ccc(C)c(C)c3)c(S(=O)(=O)c3ccc(F)cc3)c2c1 | -6%
Cc1c(C)n(Cc2ccccc2)c2ccc(C(=O)N3CCN(c4ccccc4F)CC3)cc12 | 2%[15.4 µM]
O=C(NC1CC1)c1ccc2sc([C@@H]3O[C@H](CO)[C@H](O)[C@H](O)[C@H]3O)nc2c1 | 3%
COc1cccc(-c2nc(S(=O)(=O)c3ccc(C)cc3)c(N3CCCCC3)o2)c1 | 3%
Oc1c(C(c2ccccc2Cl)N2CCC(O)CC2)sc2nc(-c3ccco3)nn12 (stereo unspecified) | -5%
CSc1ccc(CN2CCC(C)(Oc3ccc(C(C)=O)cc3)C2)cc1 (stereo unspecified) | 0%
O=C(CSc1nc2ccccc2c(=O)n1-c1ccccc1)Nc1ccc2c(c1)CCC2 | -8%
O=C(c1cc(-c2ccc(Cl)cc2)n[nH]1)N1CCN(S(=O)(=O)c2ccc(Br)s2)CC1 | -1%[15.4 µM]
COc1ccc(NC(=O)CSc2nc3c([nH]c4ccccc43)c(=O)n2-c2ccccc2)c(OC)c1 | -9%
COc1ccc(-c2nc(C)c(CCNS(=O)(=O)c3ccc(F)cc3)s2)cc1OC | 2%
CCc1ccc(NC(=O)CSc2nc(C)c(C(=O)Nc3ccc(Cl)cc3)c(-c3ccc(OC)cc3)c2C#N)cc1 | -6%
CC(=O)NCc1nc2cccnc2n1Cc1ccccc1 | -7%
CSCCC(NS(=O)(=O)c1ccc2c(c1)oc(=O)n2C)C(=O)NCCc1ccc(C)cc1 (stereo unspecified) | 6%[15.4 µM]
CCc1nc2c(OCc3ccc(C(F)(F)F)cc3)cccn2c1N(C)C(=O)c1ccc(OC)cc1 | -3%
C[C@@H]1C[C@H](OC(=O)[C@@H](O)c2ccccc2)CC(C)(C)N1C | -5%[33.2 µM]
Cc1ccc(Cl)cc1NC(=O)c1cc(CN2CCCC2)on1 | 0%
CCOc1ccc2nc(NC(=O)c3nc(SCc4ccccc4C)ncc3Cl)sc2c1 | -2%
CC(=O)c1ccc(NC(=O)c2nc(-c3ccccc3)n(-c3ccc(Cl)cc3)n2)cc1 | -2%
O=C(NCCC(F)(F)F)C1Cc2c(-c3ccc(Cl)cc3)ccnc2O1 (stereo unspecified) | -2%

The closing seven records of the section before are carried over, then new ones follow:
SMILES | TbPYK inhibitor
CSCCC(NS(=O)(=O)c1ccc2c(c1)oc(=O)n2C)C(=O)NCCc1ccc(C)cc1 (stereo unspecified) | 6%[15.4 µM]
CCc1nc2c(OCc3ccc(C(F)(F)F)cc3)cccn2c1N(C)C(=O)c1ccc(OC)cc1 | -3%
C[C@@H]1C[C@H](OC(=O)[C@@H](O)c2ccccc2)CC(C)(C)N1C | -5%[33.2 µM]
Cc1ccc(Cl)cc1NC(=O)c1cc(CN2CCCC2)on1 | 0%
CCOc1ccc2nc(NC(=O)c3nc(SCc4ccccc4C)ncc3Cl)sc2c1 | -2%
CC(=O)c1ccc(NC(=O)c2nc(-c3ccccc3)n(-c3ccc(Cl)cc3)n2)cc1 | -2%
O=C(NCCC(F)(F)F)C1Cc2c(-c3ccc(Cl)cc3)ccnc2O1 (stereo unspecified) | -2%
CC(=O)NC(c1cccc(F)c1)c1nc(-c2cc3ccccc3o2)cs1 (stereo unspecified) | -2%
CCOC(=O)[C@]12Cc3ccccc3[C@H]1N(Cc1ccccc1)C(=O)c1cc(OC)ccc12 | -2%
CC(=O)c1cccc(NC(=O)[C@H](Cc2ccccc2)N2Cc3ccccc3C2=O)c1 | 0%
CC(C)c1ccc(S(=O)(=O)c2cnc(SCC(=O)Nc3ccc4c(c3)OCCO4)[nH]c2=O)cc1 | -3%
COC(=O)c1ccccc1NC(=O)CSc1nc(C)c(Cl)c(C)c1C#N | 4%
COc1ccc(-n2cnc3cc(C(=O)NCCC4=CCCCC4)ccc32)cc1 | -6%
O=C(c1cnccn1)N1CCC2(CC1)CN(Cc1cc(C(F)(F)F)cc(C(F)(F)F)c1)C2 | 4%
COC(=O)N1CCC2(CC1)CN(C(c1ccccc1)c1ccccc1)C2 | -6%
O=C(Nc1cccc(Oc2ccccc2)c1)C1Cc2c(-c3ccccc3)ccnc2O1 (stereo unspecified) | 1%
C[C@H](CO)N1C[C@H](C)[C@@H](CN(C)Cc2ccc(C(F)(F)F)cc2)OCc2cnnn2CCCC1=O | 4%
COc1cccc2cc(S(=O)(=O)c3ccc(F)c(C)c3)c(=O)oc12 | -3%
Cc1cccc(C)c1NC(=O)c1cc2sccc2n1Cc1ccc(F)cc1 | -13%
CC(C)NC(=O)N(C)C[C@H]1OCc2cnnn2CCCC(=O)N([C@@H](C)CO)C[C@H]1C | -10%
COCCn1c(SCC(=O)c2ccc(C)cc2)nc2cc(C(=O)NC3CCCC3)ccc2c1=O | 1%
COc1ccc(-c2nc3c(C#N)c[nH]n3c2NC2CCCC2)c(OC)c1 | -4%
CCC(=O)N1c2ccccc2CC1C(=O)NCCN1CCN(c2cccc(Cl)c2)CC1 (stereo unspecified) | -5%
O=C(NCc1ccccc1)C(=O)NCC(c1ccc2c(c1)OCO2)N1CCOCC1 (stereo unspecified) | -3%
CC1=C(C(=O)Nc2c(C)cc(C)cc2C)C2(CCN(C(C)C)CC2)OC1=O | -17%
CCOC(=O)c1cccc(NC(=O)CN2C(=O)c3ccccc3Sc3ncccc32)c1 | 5%
CC(=O)c1c(C)n(S(=O)(=O)c2ccc(Cl)cc2)c2ccc(NS(=O)(=O)c3ccc(Cl)cc3)cc12 | 2%
COc1ccccc1NC(=O)CSc1oc(-c2cccs2)nc1S(=O)(=O)c1ccc(C)cc1 | 1%
Cc1ccc(CNC(=O)Cn2c(=O)n(-c3ccc(Cl)cc3)c(=O)c3c(C)c(C)sc32)cc1 | -9%
COc1ccc(N2C(N)=C(C#N)C(c3cc(CN4CCOCC4)cs3)C3=C2CCCC3=O)cc1 (stereo unspecified) | -5%
CCc1ccc(CN(Cc2cn[nH]c2-c2ccc(OC)cc2)C(=O)Nc2ccc(Br)cc2)cc1 | 6%
COc1ccc(CCNC(=O)CSc2nc(-c3ccc(F)cc3)cc(C(F)(F)F)n2)cc1OC | 2%

An excerpt of these results, as labelled records.
mol: CC(=O)c1c(C)n(S(=O)(=O)c2ccc(Cl)cc2)c2ccc(NS(=O)(=O)c3ccc(Cl)cc3)cc12
- TbPYK inhibitor: 2%

mol: COc1ccccc1NC(=O)CSc1oc(-c2cccs2)nc1S(=O)(=O)c1ccc(C)cc1
- TbPYK inhibitor: 1%

Returning to the listing, starting 2 compounds before the break.
SMILES | TbPYK inhibitor
CCc1ccc(CN(Cc2cn[nH]c2-c2ccc(OC)cc2)C(=O)Nc2ccc(Br)cc2)cc1 | 6%
COc1ccc(CCNC(=O)CSc2nc(-c3ccc(F)cc3)cc(C(F)(F)F)n2)cc1OC | 2%
Cc1ccc(OCCC(=O)OCC(=O)NC2CCCCC2)cc1 | 0%
COc1ccc(S(=O)(=O)c2cn(Cc3ccccc3)c3cc(F)c(F)cc3c2=O)cc1 | -1%
Nc1c(C(=O)Nc2ccccc2F)sc2nc3c(cc12)CCCCCC3 | 3%
O=C(Nc1cccc(C(F)(F)F)c1)C1CCN(S(=O)(=O)c2cccc3nsnc23)CC1 | 5%
COc1ccc(C(=O)OCc2cc(=O)n3nc(C4CC4)sc3n2)cc1OC | 0%
CNC(=O)c1c(NC(=O)c2cc(=O)c3cc(C)c(C)cc3o2)sc2c1CCCC2 | -8%
CCn1cc(C(=O)NCc2ccc(Cl)cc2)c(=O)c2cc(S(=O)(=O)N(C)C3CCCCC3)ccc21 | 1%
COc1ccc(N2CC(C(=O)Nc3nnc(SCC(=O)Nc4ccc(NC(C)=O)cc4)s3)CC2=O)cc1 (stereo unspecified) | -10%
O=C(CCC1N=C2c3ccccc3N=C(SCc3ccc(Cl)cc3)N2C1=O)N1CCN(c2ccccc2)CC1 (stereo unspecified) | 2%
CCCCCCn1cc(CN2CC(N(C)CCC)CS2(=O)=O)nn1 (stereo unspecified) | 5%
COc1ccc(-c2cc(C(F)(F)F)n3nc(C(=O)OC(C)C)cc3n2)cc1 | -8%
CCCC(=O)N1CCC1(C)C(=O)Nc1ccc2scnc2c1 (stereo unspecified) | 0%
O=C1NCN(c2ccccc2)C12CCN(C(c1cccc3ccccc13)c1nnnn1C1CCCC1)CC2 (stereo unspecified) | 7%
CC1(C(=O)NC2CCCCC2)Cc2ccccc2C(=O)N1Cc1ccccc1Cl (stereo unspecified) | -5%
COc1cccc(S(=O)(=O)N(C)C[C@H]2OCc3cnnn3CCCC(=O)N([C@@H](C)CO)C[C@@H]2C)c1 | -7%
COC(=O)c1cccc(CN2C(=O)SC(Nc3ccc(Cl)cc3)C2=O)c1 (stereo unspecified) | -1%
CC1CCN(C(=O)CSc2n[nH]c(-c3ccc(F)cc3)n2)CC1 | -8%
Cc1cc2n(n1)CCC(=O)N2Cc1ccc(C(=O)Nc2cc(Cl)ccc2C)cc1 | 1%
CCCCCCN1C[C@H](n2cc(COC(=O)c3ccccc3)nn2)[C@@H](O)C[C@@H]1c1ccc(OC)cc1 | -4%
COc1cc(-c2coc3c(C(=O)NCc4ccc(C(F)(F)F)cc4)cccc23)ccc1O | -12%
C=CCNc1ncnc2c1ncn2[C@H]1CN(Cc2cccc3ccccc23)C[C@@H](CO)O1 | 3%
CCOc1ccc(NC(=O)COc2cccc3cccnc23)cc1S(=O)(=O)N1CCCC1 | -5%
CC(=O)N1CCC2(CC1)OC(=O)C(C)=C2C(=O)Nc1cccc(Cl)c1C | -1%[15.4 µM]
CCNC(=O)C1(C)CCCN(C(=O)c2nc(C)oc2C)C1 (stereo unspecified) | -7%
CCc1cccc(C)c1NS(=O)(=O)c1c(C(=O)N2CCC(C)CC2)c(C)n(C)c1C | 0%

New compounds follow.
SMILES | TbPYK inhibitor
Cc1ccc(S(=O)(=O)N2CCc3cc(C(=O)Nc4ccc(Cl)cc4C)ccc32)cc1 | -9%
CC1=C(C(=O)Nc2ccccc2C)C(c2cccs2)n2nc(SCc3cc(C)ccc3C)nc2N1 (stereo unspecified) | 0%
Cc1ccc(-c2nnc(Nc3ccccc3)c3ccccc23)cc1S(=O)(=O)N1CCN(C)CC1 | 3%
CCc1ccc(NCc2cc3ccc(OC)cc3n(CC(=O)Nc3ccc(F)cc3F)c2=O)cc1 | -4%
COc1ccc(NC(=O)Nc2nc(C(N)C3CCCCC3)cs2)cc1 (stereo unspecified) | -8%
Cc1cc(C)c2c(n1)sc1c(=O)n(-c3cc(Cl)ccc3C)nnc12 | 2%
COc1ccc(OC(=O)N(C)C[C@H]2OCc3cnnn3CCCC(=O)N([C@H](C)CO)C[C@H]2C)cc1 | 11%
CC(C)C[C@@H](CN1CCCC1CN1C(=S)NC[C@@H]1Cc1ccccc1)N1C[C@H](Cc2ccccc2)N(CC2CCCCCC2)C1=S (stereo partly specified) | -3%
CCOc1ccc(CCNC(=O)C2CCN(Cc3nc(-c4ccc(OC)c(OC)c4)oc3C)CC2)cc1OCC | 1%
CCOc1ccc(NC(=O)CSc2nnc(CNC(=O)c3c(F)cccc3Cl)o2)cc1 | 0%
CCNC(=O)CCCN1C(=O)CCn2nc(-c3cccn3C)cc21 | -1%
Cc1ccc(NC(=O)c2oc3ccc4c(c3c2C)C(=O)CC(C)(C)O4)c(C)c1 | -4%
CC(=O)c1cccc(-c2ccnc3c2CC(C(=O)Nc2ccc(C(C)C)cc2)O3)c1 (stereo unspecified) | -3%
O=C(Nc1c(C(=O)N2CCN(c3ccccc3)CC2)oc2ccccc12)c1ccc(Br)o1 | -1%
O=C(O)CC1(C(=O)O)CC2C=CC1C2 (stereo unspecified) | 0%
CCOc1ccc(NC(=O)c2c(NC(=O)c3ccccc3Br)sc3c2CCC(C)C3)cc1 (stereo unspecified) | -12%
CCCCCCN1C[C@@H](n2cc(C3CC3)nn2)[C@H](O)C[C@@H]1c1ccc(OC)cc1 | 4%
CCOC(=O)c1ccc(NC(=O)CSc2nnc(CNC(=O)c3ccc(OC)cc3)n2CC)cc1 | 3%
COc1cc(C(CC(=O)NCc2ccccc2)N2Cc3ccccc3C2=O)cc(OC)c1OC (stereo unspecified) | 2%
CCOC(=O)[C@]12Cc3c(cc(OC)c(OC)c3OC)[C@H]1N(C1CCCCC1)C(=O)c1cc(OC)ccc12 | 3%
CCC(=O)N1CCc2cc(Br)cc(S(=O)(=O)N3CCN(c4cc(C)ccc4C)CC3)c21 | -3%
CS(=O)(=O)N1CCC2(CC1)CN(C(=O)Nc1cccc(C#N)c1)C2 | 3%
CC(Oc1ccc(F)cc1)C(=O)Nc1cccc(S(=O)(=O)N(C)c2ccccc2)c1 (stereo unspecified) | -3%
COc1ccc(CC(=O)NCCc2sc(-c3ccc(Cl)cc3)nc2C)cc1OC | 4%
Cc1c(Cl)cccc1NC(=O)Cn1cnc2nc3c(cc2c1=O)CCCC3 | 1%
CC(C)CSc1nnc(-c2ccccc2)c(-c2ccccc2)n1 | -1%

Three entries picked at random from the list so far:
SMILES | TbPYK inhibitor
Cc1ccc(S(=O)(=O)N2CCc3cc(C(=O)Nc4ccc(Cl)cc4C)ccc32)cc1 | -9%
CC(C)CSc1nnc(-c2ccccc2)c(-c2ccccc2)n1 | -1%
CC(=O)c1cccc(-c2ccnc3c2CC(C(=O)Nc2ccc(C(C)C)cc2)O3)c1 (stereo unspecified) | -3%
